INS promoter inh: TRM-6 insulin promoter activity inhibition | TRM-6 cells (human fetal islet line), insulin promoter-eGFP reporter, imaging; reporter expression induced with tamoxifen | inhibition, % at 2 µM | 130,000 compounds, 0.9% hits;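 active means inhibition above the mean plus 3 SD, with well images judged a real hit on visual review, cut at about 60% in these data, passing the limit was not always enough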
SDO1 yeast rescue: sdo1-depleted yeast growth rescue | z-score at 10 µM | S. cerevisiae sdo1-depleted JHY4D growth rescue, OD600 30 h; stronger effect = higher value; pdr5 snq2 efflux-pump mutant strain | 140,000 compounds, 0.21% hits;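 active means z-score above 3 at both the 24 hr and the 30 hr optical density reads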;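 further: z-score against mean and SD of all compound wells on the same plate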
SDO1 yeast rescue Rescue 24 h: further read-out of SDO1 yeast rescue, marked with its call; z-score; S. cerevisiae sdo1-depleted JHY4D growth rescue, OD600; measured here: growth rescue at 24 h;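 0 is the plate mean of compound wells and units are plate SD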
The depositor's hits bear a star; . = no result given; & = joins results of further samples.

SMILES	INS promoter inh	SDO1 yeast rescue	SDO1 yeast rescue Rescue 24 h
Cc1cc(=O)oc2cc(Nc3ccccc3)ccc12	50	-1.1	-1.4
COc1ccc(C(C)=O)cc1CSc1nnc(C)s1	.	-0.04	0.04
CCC(=O)NCCCCNC(=O)CC	44	-1.7	-1.5
Cc1ccccc1C(=O)NNC(=O)CCc1ccccc1	8	.	.
COc1ccc(C(=O)OCc2c(C)noc2C)cc1	-25	.	.
CCOc1ccc(-c2nn3c(-c4ccc(F)cc4)nnc3s2)cc1	43	.	.
CCOC(=O)c1cnc2c(cnn2C)c1NCCC(O)C(F)(F)F (stereo not drawn)	-29	-0.14	-0.76
CCNC(=S)NNC(=O)c1cc(-c2cccc(OC)c2)nc2ccccc12	0	-0.14	-0.6
COC(=O)COc1ccc(S(=O)(=O)N2CCCCCC2)cc1	25	.	.
Cc1nnc(SCC(=O)NNC(=O)c2ccco2)n1-c1cccc(Cl)c1	27	.	.
CN1CCN(CC(=O)NC2CCCCC2)CC1	40	1.7	1.8
CCCS(=O)(=O)c1nc(S(=O)(=O)c2ccc(C)cc2)c(NCc2ccco2)s1	.	0.71	0.74
CCCCn1c2c(c(=N)c3c1CCC3)CCC2	23	-0.2	-0.52
CC(NC(=S)Nc1ccc(S(=O)(=O)N2CCOCC2)cc1)C1CC2CCC1C2 (stereo not drawn)	0	-0.2	0
COc1ccc(S(=O)(=O)N2CCCCCC2)cc1N(C)S(=O)(=O)c1ccccc1	.	-0.57	-0.87
CCOC(=O)COc1cccc2c(=O)n(CC(=O)N3CCN(C(=O)OCC)CC3)ccc12	.	-0.08	-0.33
CCOC(=O)c1c(NC(=O)/C=C/c2ccc3c(c2)OCO3)sc(C)c1C	33	-0.84	-0.91
CSc1ncc(Cl)c(C(=O)Nc2ccc(S(=O)(=O)N3CCOCC3)cc2)n1	54	-0.84	-0.74
COc1ccc2[nH]c3c(=O)n(CCCCC(=O)N4CCC(C(N)=O)CC4)c(=S)[nH]c3c2c1	.	1.2	1.1
Cn1cnnc1SCC(=O)N1N=C2/C(=C/c3ccco3)CCCC2C1c1ccco1 (stereo not drawn)	37	0.92	1.3
CC(=O)Oc1ccccc1N(C(C)=O)S(=O)(=O)c1ccc(C)cc1	-73	.	.
O=C(COc1cccnc1[N+](=O)[O-])Nc1ccccc1Sc1ccccc1	-9	-0.46	-0.52
C/C(CC(=O)Nc1ccc2c(c1)OCCO2)=N\NC(=O)C(=O)Nc1ccccc1C	30	.	.
Cc1cc(C)c2c(N)c(C(=O)Nc3ncc(C)s3)sc2n1	-286	-1.1	-1.6
Cc1ccccc1CSCC(=O)c1c(N)n(CC(C)C)c(=O)n(C)c1=O	-3	-1.5	-1.6
COc1ccc(/C=C2\SC(=N)N(c3nccs3)C2=O)cc1OC	6	1.7	2.1
CC(C)OC(=O)c1cccc(C(=O)OCc2ccco2)n1	.	-0.61	-1.2
O=S(=O)(c1ccccc1)N(Cc1ccccc1)c1ccccn1	-7	-0.48	-0.89
CCS(=O)(=O)C(=C1Nc2ccccc2N1)S(=O)(=O)CC	20	0.05	-0.11
COC(=O)[C@@H]1CC[C@H](C)[C@@H](c2ccc(C)cc2)N1C(=O)c1ccc(/C=N/OCC[C@@H]2C=C[C@H](OC(C)=O)[C@@H](COC(C)=O)O2)cc1	0	-0.34	0.41
CCOC(=O)c1ccc(/C=C2/C=C(c3ccccc3)N(c3ccc(Cl)c(C(=O)O)c3)C2=O)cc1	25	0.88	0.33
CCCCCCC(=O)N/N=C/c1ccc(Br)cc1	-41	-1.3	-0.64
O=C(NCC(=O)N(Cc1ccco1)C(C(=O)NC1CCCCC1)c1cccnc1)c1ccco1 (stereo not drawn)	.	0.96	0.97
CCOCCOC(=O)c1[nH]c2c(c1C)C(=O)CC(c1ccc(N(C)C)cc1)C2 (stereo not drawn)	.	-0.92	-0.7
COc1ccc(OCC(O)CN2CCCCC2)cc1 (stereo not drawn)	.	1.3	2.3
CCC(=O)N1CCN(c2ccc(OC)cc2[N+](=O)[O-])CC1	-12	-0.03	-0.26
O=[N+]([O-])c1ccc(C(=Nc2cccc3ccccc23)N2CCOCC2)cc1	-71	-0.36	-0.94
CC(=O)NS(=O)(=O)c1cccnc1Nc1cccc(Cl)c1	-183	1.3	1.4
Cc1ccccc1-n1nc(C)c2cc(C(=O)N3CCOCC3)sc21	33	0.65	0.74
COC(=O)COC(=O)c1ccccc1NC(=O)c1ccccc1	-25	-1.1	-0.82
COc1ccccc1/C=N/NC(=O)C1=NNC(c2ccccc2)(c2ccccc2)C1	64	0.02	-0.44
O=C(CNC(=S)NC(=O)C1CCCCC1)c1ccccc1	47	0.26	0.7
CN(CC(=O)Nc1cccc([N+](=O)[O-])c1)S(=O)(=O)c1ccccc1	0	.	.
Cc1ccc(NC(=O)CN2C(=O)S/C(=C\c3cc(C)n(C)c3C)C2=O)cc1	.	-2	-0.98
CCCOc1ccc(N2C(=O)CC(N3CCN(C(=O)c4ccco4)CC3)C2=O)cc1 (stereo not drawn)	.	0.97	1.6
O=C(NC1CCCC1)c1cccc(Oc2ccccc2)c1	-15	.	.
COc1ccc2oc3ccc(OC)cc3c(=O)c2c1	-145	0.82	1.9
Cc1nonc1OCCNCc1c(C(=O)N(C)C)nc2ccc(Cl)cn12	43	.	.
Nc1nnc(SCC(=O)Nc2ccc(F)c(Cl)c2)n1-c1ccccc1	10	1.5	0.54
O=c1oc2ccccc2cc1-c1ccccc1	-18	.	.
CCOC(=O)N1CCN(C(=O)Cn2nc(C)c3sc4ccccc4c3c2=O)CC1	.	1.3	1.4
CCc1cccc(CC)c1NC(=O)CCCSc1nc2ccccc2s1	-32	-0.65	-0.25
CN(c1ccccc1C(=O)Nc1ccc2c(c1)OCO2)S(C)(=O)=O	-8	-1	-1.3
Cn1nc(C(F)(F)F)c(/C=N/OC(=O)c2ccccc2Cl)c1SCc1ccc(Cl)cc1	-2	-1.2	-0.76
Cc1ccc2c3c1C1(C(=O)N3C(C)(C)CC2C)C(C#N)=C(N)Oc2cc(O)ccc21 (stereo not drawn)	-74	-0.29	-0.03
Cc1ccc(CNC(=O)c2ccc(-n3cccc3)cc2)cc1	100*	.	.
COc1ccc(/C=N/NC(=O)CNc2n[nH]c(=O)[nH]c2=O)cc1OC	.	0.53	-0.11
Cc1ccc(Cn2c(N)c(S(=O)(=O)c3cccs3)c3nc4ccccc4nc32)cc1	-37	0.58	1.7
CC1(C)Cc2c(sc3nc4n(c(=N)c23)CCCCC4)CO1	-41	-0.91	-0.99
Nc1ccc(-c2cc(-c3cccc(N)c3)nc(-c3ccccc3)n2)cc1	.	-2	-1.6

More records:
SMILES	INS promoter inh	SDO1 yeast rescue	SDO1 yeast rescue Rescue 24 h
COc1ccc(NC(=O)c2ccc(Br)o2)c([N+](=O)[O-])c1	.	-0.36	0.71
CN=C(NC)SC1CC(=O)N(c2ccccc2)C1=O (stereo not drawn)	22	-0.1	-0.18
CCC(C)N(NC(C)=O)c1nc(Cl)nc(NC(C)C)n1 (stereo not drawn)	12	0.37	-0.11
Cc1ccc(Nc2nc(COC(=O)COc3ccc(C=O)cc3)cs2)cc1	-8	-0.25	-0.34
Cc1ccc(C(=O)Nc2cc(Cl)ccc2OC(=O)c2ccc(C)cc2)cc1	.	-1	-0.33
CC1Cc2cc(-c3csc(NC(=O)Cc4ccccc4)n3)ccc2N1S(C)(=O)=O (stereo not drawn)	-50	-0.86	-0.72
CCNC(=O)CC1SC(=Nc2ccc(Cl)cc2)N(CC)C1=O (stereo not drawn)	-31	1.3	1.6
Cc1cc(C)cc(NC(=S)NCc2cccnc2)c1	-3	-0.01	-0.83
Cc1nc2c3ccccc3nc(NNC(=O)CCC(=O)NC(C)C)n2n1	.	0.53	0.26
O=C(COC(=O)c1ccc(O)cc1)Nc1nccs1	17	.	.
COC(=O)c1ccc(NC(=O)CN(c2ccc(C)cc2)S(=O)(=O)c2c(C)n[nH]c2C)cc1	.	0.69	-0.9
Cn1c(=O)[nH]c(=O)c2c1nc(N1CCCC1)n2CC(O)COc1ccccc1 (stereo not drawn)	.	1.9	2.1
O=C(O)c1ccccc1SCc1cn2ccccc2n1	-55	0.13	-0.21
COc1ccc(NC(=O)N2CCn3c2nc2ccccc23)cc1	12	-0.65	-0.47
CCCCNC(=S)Nc1ccc2[nH]c(=O)[nH]c2c1	44	.	.
C=CCOC(=O)C(C#N)c1nc2ccccc2nc1N1CCC(C(=O)OCC)CC1 (stereo not drawn)	.	-0.92	-1.3
O=C(c1cn(-c2ccccc2)nc1-c1ccccc1)N1CCN(c2ccccn2)CC1	-65	.	.
CCN(CC(=O)Nc1ccc(C(=O)OC)cc1)Cc1ccccc1	-35	.	.
Cc1cccc(NC(=O)C2CC(=O)NC(Nc3nc4ccccc4s3)=N2)c1 (stereo not drawn)	.	0.76	0.96
Cc1ccc(C(=O)CNc2cccc([N+](=O)[O-])c2)cc1	-45	.	.
Cc1sc(NC(=O)C2CCCCC2)c(C#N)c1-c1ccccc1	.	-0.55	-0.28
CCOC(=O)c1sc(NC(=O)CCCCCN2C(=O)c3cccc4cccc(c34)C2=O)nc1C	-13	-1.5	0.15
CCOc1ccc2[nH]c(S(=O)(=O)CC)nc2c1Cl	-14	-1.3	-1.2
O=c1ccc(Oc2nc(N3CCOCC3)nc(N3CCOCC3)n2)n[nH]1	-47	0.58	-0.54
CCCS(=O)(=O)N1CCCC(C(=O)N2CCOCC2)C1 (stereo not drawn)	.	0.68	-0.37
CCOC(=O)C1(C/C(C)=N/NC(N)=O)CC(C)OC1=O (stereo not drawn)	.	2	1.4
CCOCCCNC(=O)C1CCN(c2cc(C)nc3c(-c4ccc(OC)c(OC)c4)c(C)nn23)CC1	.	0.23&0.51	-0.4&-0.33
Clc1ncnc2c1oc1ccccc12	54	1.1	0.99
COC(=O)CCC(=O)Nc1ccc(N=Nc2ccccc2)cc1	-6	.	.
Cn1c(SCC(=O)c2ccc(F)cc2)nnc1-c1ccccc1N	46	0.8	0.84
CCOC(=O)c1sc(NC(=O)CSc2nnnn2-c2ccc(C)c(C)c2)nc1C	.	1.5	3.8
CCCOc1cc(C)nc(-c2ccccc2O)n1	-12	0.5	0.03
COc1ccc(S(=O)(=O)Nc2cccc(S(=O)(=O)N3CCCCCC3)c2)cc1	.	-0.68	-0.76
CCCC(=O)N1c2ccccc2C(=C2SC(C(=O)OC)=C(C(=O)OC)S2)C(=S)C1(C)C	54	0.33	0.78
CN(CCCNC(=O)CSc1cc(=O)n(C)c2ccc(Cl)cc12)Cc1ccccc1	-20	.	.
CCOC(=O)N1CC=C2C(C#N)=C(N)C(C#N)(C#N)[C@H](c3ccc(OCC)c(OCC)c3)[C@H]2C1	-18	-0.04	-0.26
COc1cccc(OCCNC(=O)c2cc([N+](=O)[O-])cc([N+](=O)[O-])c2)c1	33	.	.
Cc1cc(Oc2ccccc2)nc(SCC(N)=O)n1	18	0.27	-0.1
CC(=O)c1cccc(S(=O)(=O)N(Cc2cc3cc4c(cc3[nH]c2=O)OCCO4)CC2CCCO2)c1 (stereo not drawn)	-43	0.05	0.24
CN(c1cccc(NS(=O)(=O)c2cccc([N+](=O)[O-])c2)c1)S(C)(=O)=O	-3	.	.
CCS(=O)(=O)N1CCC(C(=O)NCc2cccnc2)CC1	.	0.98	0.54
CCn1c(SCc2cccc(C(F)(F)F)c2)nnc1-c1ccco1	6	-0.11	0.35
O=C(COC(=O)C1(c2ccc(Cl)cc2)CCCC1)Nc1ncc(C(F)(F)F)cc1Cl	.	-0.38	-0.14
O=C(Nc1nccs1)c1cc(S(=O)(=O)N2CCCCC2)ccc1Cl	14	0.5	0.24
Cc1noc(C)c1CSc1ncnc2sc3c(c12)CCCCC3	-50	-0.85	-0.41
CCOC(=O)CSc1nnc(CSc2nc3sc4c(c3c(=O)[nH]2)CCC4)n1C	.	0.64	-0.1
CC(C)CCN1CC(C(=O)NC(C)C)CC1=O (stereo not drawn)	.	0.18	-0.38
O=C(CNC(=S)N(Cc1ccccc1)Cc1cccnc1)NC1CCCCC1	.	0.94	1.1
CC1=C(C(=O)OCC2CCCO2)C(c2ccccc2Cl)NC(=O)N1 (stereo not drawn)	.	0.08	-0.52

These rows are one share of the data, so the mix of outcomes need not match the whole.
